High-throughput results: PubChem BioAssay, several laboratories
NPY-Y1 antag: blocks the human neuropeptide Y Y1 receptor; HEK293-CNG Y1 cells, membrane potential fluorescence; NPY at EC95, then isoproterenol; inhibition, % at 3.6 µM; hit rate 1% among 200,000; P25929;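 active = inhibition above the campaign mean inhibition of all tested compounds plus 3 SD, cut at about 20% in these data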;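 also: 0% = DMSO wells given NPY plus isoproterenol and 100% = isoproterenol alone without NPY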
Target sequence (P25929 whole entry, looked up): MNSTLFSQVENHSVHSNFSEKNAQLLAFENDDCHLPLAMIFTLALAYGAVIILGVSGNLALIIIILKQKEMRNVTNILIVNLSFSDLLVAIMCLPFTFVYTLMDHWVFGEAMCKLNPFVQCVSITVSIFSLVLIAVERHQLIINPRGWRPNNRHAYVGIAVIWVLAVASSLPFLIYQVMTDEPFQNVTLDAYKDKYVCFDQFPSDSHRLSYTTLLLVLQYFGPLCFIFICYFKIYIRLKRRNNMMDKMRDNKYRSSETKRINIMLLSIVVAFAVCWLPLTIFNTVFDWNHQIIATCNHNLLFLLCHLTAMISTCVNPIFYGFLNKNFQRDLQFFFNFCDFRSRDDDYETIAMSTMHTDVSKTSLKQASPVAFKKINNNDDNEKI
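Test system – HEK293 Y1/CNG channel cell line · Also added – NPY agonist 25 nM, then isoproterenol 1 µM plus Ro 20-1724 25 µM · Compound dosing – one concentration, 3.6 µM, in 0.4% DMSO · Schedule – compound incubation 1 h at room temperature, readout 45 min post-stimulation · Technique – fluorescence, membrane potential probe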
S1P4 agonist: activates the human S1P4 receptor | O95977 | S1P4-expressing cell line, agonist reporter assay | activation, % at 4.98 µM | hit rate 0.35% among 220,000 | AID 1509; in the data active = activation above about 11%;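 also: 0% = DMSO vehicle and 100% = reference agonist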
S1P4 antagonist: human S1P4 receptor antagonism | O95977 | S1P4-expressing cells, antagonist mode, reporter read-out | inhibition, % at 4.98 µM | hit rate 0.26% among 220,000 | AID 1510; in the data active = inhibition above about 29%;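 also: 0% = wells stimulated with agonist and 100% = vehicle wells without agonist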
NPY2 pot ag: human NPY-Y2 potentiation or agonism, primary screen. P49146. cells expressing NPY-Y2, potentiator/agonist read-out. activation, % at 3.6 µM. hit rate 0.45% among 220,000. AID 1359; in the data active = activation above about 27%;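 also: cells stimulated with NPY near EC25 plus isoproterenol at EC100; 0% = vehicle plus submaximal agonist and 100% = vehicle plus saturating agonist; some results beyond the cut were filed as inactive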
Target sequence (P49146 whole entry, looked up): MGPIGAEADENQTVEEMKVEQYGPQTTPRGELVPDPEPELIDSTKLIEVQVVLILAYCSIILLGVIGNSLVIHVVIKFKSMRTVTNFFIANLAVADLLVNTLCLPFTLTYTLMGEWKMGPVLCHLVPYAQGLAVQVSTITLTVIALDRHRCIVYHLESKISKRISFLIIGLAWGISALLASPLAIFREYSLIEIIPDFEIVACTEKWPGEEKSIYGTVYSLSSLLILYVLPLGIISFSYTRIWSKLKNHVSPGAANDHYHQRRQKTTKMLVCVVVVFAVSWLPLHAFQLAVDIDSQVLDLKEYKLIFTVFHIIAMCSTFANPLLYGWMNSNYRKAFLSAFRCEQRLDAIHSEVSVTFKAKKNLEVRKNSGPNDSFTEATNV
NPY-Y1 PAM-ag: potentiates or activates human NPY-Y1 receptor; activation, % at 3.6 µM; hit rate 0.37% among 220,000; NPY-Y1 expressing cells, potentiator/agonist activation; P25929; in the data active = activation above about 33%, passing the limit was not always enough;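 also: cells stimulated with NPY at EC10 then isoproterenol at EC100; 0% = low agonist plus stimulus and 100% = saturating agonist plus stimulus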
NCF1 inh: blocks human p47phox regulatory protein of NADPH oxidases. P14598. p47phox/p22phox peptide binding, fluorescence polarization, 2 h. hit rate 0.53% among 220,000. inhibition, % at 24.7 µM;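 active = inhibition above about 30%, limit read from the data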;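 also: 0% = p47phox with labelled peptide and 100% = labelled peptide alone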
Ba/F3 V617F tox: reduce viability of Ba/F3 cells dependent on JAK2V617F; Ba/F3 EpoR-JAK2V617F viability, ATP luminescence; inhibition, % at 5.6 µM; hit rate 1.1% among 220,000; AID 1446;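 active = inhibition above the campaign mean plus 3 SD over all tested compounds, cut at about 24% in these data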;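 also: cytokine-independent growth of Ba/F3 cells driven by EpoR plus mutant JAK2; 0% = DMSO-treated cells and 100% = JAK inhibitor I control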
BaF3 parental: parental Ba/F3 viability inhibition as JAK2V617F counter-screen | CellTiter-Glo ATP luminescence | inhibition, % at 5.6 µM | hit rate 1.1% among 220,000 | AID 1486;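 active = inhibition above a per-campaign cutoff, the mean inhibition of all tested compounds plus 3 SD, cut at about 27% in these data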;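 also: 0% = DMSO wells and 100% = JAK Inhibitor I control wells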
CHOP inh: inhibitors of CHOP induction in ER stress response; CHO-K1 CHOP-promoter luciferase, tunicamycin-induced, 15-18 h; inhibition, % at 10 µM; hit rate 3.8% among 220,000;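 active = compounds that reduced the stress-induced luciferase reporter signal by more than about 70% of percent inhibition, limit read from the data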;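 also: 0% = tunicamycin plus vehicle and 100% = wells without tunicamycin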
Starred values were filed as active, the others as inactive; nt = no result given; & = joins results of further samples.

mol	BaF3 parental	NCF1 inh	CHOP inh	NPY2 pot ag	S1P4 agonist	NPY-Y1 PAM-ag	NPY-Y1 antag	Ba/F3 V617F tox	S1P4 antagonist
N#C/C(=C\c1ccc([N+](=O)[O-])cc1)C(=O)NCCCn1ccnc1	0.3	-1.7	-49.0	-6.0	-0.4	6.7	nt	-3.0	-7.4
COc1ccc(CCNc2nc3ccccc3n3cnnc23)cc1OC	-1.5	-6.4	1.9	-27.6	10.2	15.4	nt	1.9	5.3
CCc1ccccc1NC(=O)C1c2ccccc2Oc2ccccc21	9.9	-15.4	12.9	9.2	-1.3	-7.3	-2.8	3.2	-9.4
COc1ccc(N2C(=O)CC(NC3CCCCNC3=O)C2=O)cc1 (centres undefined)	-1.9	0.0	5.2	7.0	-1.5	9.5	5.7	-3.2	-0.1
CC(=O)Nc1ccc(S(=O)(=O)NCCc2ccccc2)cc1	4.1	-15.9	1.7	13.9	1.0	-20.2	5.2	-3.7	-15.5
COc1cc(Cl)c(C)cc1NC(=O)CSc1ccccc1	4.9	-9.4	64.8	-13.2	-0.6	-38.6	-1.1	0.1	-4.5
COc1ccc(/C(O)=C2\C(=O)C(=O)N(CC3CCCO3)C2c2cc(OC)ccc2OC)cc1 (centres undefined)	4.1	-4.8	22.5	1.1	0.2	16.6	0.3	0.0	-21.1
COc1ccc(-c2oc3ncn(CCN4CCOCC4)c(=N)c3c2-c2ccc(OC)cc2)cc1	0.3	0.1	11.1	-8.8	-2.1	-40.9	-1.4	-6.6	-7.2
COc1ccc(OC)c(NC(=O)CSc2nnc(Cc3cccn3C)n2-c2ccc(F)cc2)c1	0.8	-8.2	2.3	-3.5	1.9	-13.5	-0.5	-3.1	-9.0
Brc1ccc2[nH]c3nc(SCCN4CCOCC4)nnc3c2c1	7.1&3.8	-3.3	-12.7	-1.5&-17.9	0.3&-0.9	11.6&4.7	0.4&-3.0	3.1&3.8	-21.1&6.3

Next section:
mol	BaF3 parental	NCF1 inh	CHOP inh	NPY2 pot ag	S1P4 agonist	NPY-Y1 PAM-ag	NPY-Y1 antag	Ba/F3 V617F tox	S1P4 antagonist
CCC(C)(C)n1nnnc1CN1CCN(C(c2ccccc2)c2ccccc2)CC1	1.9	6.0	-10.8	-29.1	2.7	6.4	2.7	-3.3	-11.9
Oc1ccc(/C=N/Nc2cccc3cccnc23)c(O)c1	1.7	-27.2	60.5	2.0	-0.1	13.1	-3.9	2.6	9.6
CCN(CC)CCOC(=O)c1ccc(NC(=O)c2ccc(Cl)c(S(=O)(=O)N3CCCCCC3)c2)cc1	9.3	-12.4	47.7	16.4	0.7	17.5	-0.9	-0.3	-19.5
Cc1cc(=O)n2nc(N3CCCC(C(=O)N4CCN(c5ccccc5)CC4)C3)sc2n1 (centres undefined)	6.6	-10.8	-12.4	-4.3	2.8	-3.0	-1.1	-1.8	-15.6
Cc1onc(NC(=O)c2ccc([N+](=O)[O-])o2)c1Br	-5.8	-2.9	-20.6	-3.0	-0.3	-4.3	nt	2.1	28.1
CC(=O)Nc1cccc(/C(C)=N/Nc2nc3ccccc3s2)c1	4.4	-10.8	14.8	7.9	1.5	15.6	-2.4	2.3	-5.5
COCCCn1c(SCC(=O)Nc2ccc(C(=O)OC)cc2)nc2ccccc2c1=O	-1.0	-17.5	13.7	-1.9	1.6	24.6	-4.0	-5.5	6.0
Cc1ccc(OCCn2c(NC(=O)c3ccco3)nc3ccccc32)cc1	6.0	-9.2	20.8	6.0	1.5	-2.5	8.9	-0.6	-1.1
Cn1cc([N+](=O)[O-])c(C(=O)N/N=C/c2ccc3c(c2)OCO3)n1	3.1	3.1	-4.3	-4.1	-2.2	-0.1	5.8	-2.7	-3.3
COc1ccc(C2CC(c3c(-c4ccccc4)c4cc(Cl)ccc4[nH]c3=O)=NN2C(=O)CCC(=O)O)cc1 (centres undefined)	3.6	-6.8	48.2	-2.6	1.0	7.8	-0.2	-1.0	-15.0

The results go on:
mol	BaF3 parental	NCF1 inh	CHOP inh	NPY2 pot ag	S1P4 agonist	NPY-Y1 PAM-ag	NPY-Y1 antag	Ba/F3 V617F tox	S1P4 antagonist
CCOCCn1c(=NC(=O)/C=C/c2ccccc2Cl)sc2cc(NC(C)=O)ccc21	9.3	2.6	-9.3	0.7	-0.5	-18.5	0.2	0.1	-1.7
COC(=O)c1cccc(NC(=O)CCCOc2ccccc2)c1	2.0	1.4	-14.5	-6.6	1.1	-13.7	11.2	-1.9	-13.3
O=[N+]([O-])c1ccc(N2CCN(CCO)CC2)c2ncccc12	6.0	-2.1	-0.9	5.5	-1.1	22.4	5.7	-1.5	-6.6
O=C(CCCn1c(=O)oc2ccccc21)N1CCN(c2ccc(F)cc2)CC1	-1.0	-2.4	-2.3	-4.1	-1.7	26.2	nt	0.3	4.3
COCCNC(=O)CN(c1cccc(OC)c1)S(=O)(=O)c1ccc(C)cc1	7.2	2.9	18.1	-4.9	-0.5	-2.6	1.1	-1.6	-24.5
Cc1c(Cl)cccc1NC(=O)CCN1CCCCC1	3.1	-0.3	2.2	-5.4	-1.6	7.5	4.1	-0.9	-3.6
CCOC(=O)C(OC(=O)c1sc(=S)n(C)c1C)C(C)=O (centres undefined)	-0.8	1.1	9.8	0.2	-2.3	-0.4	3.0	-3.6	8.3
Cc1ccc(/C(O)=C2/C(=O)C(=O)N(Cc3ccco3)C2c2cccs2)cc1 (centres undefined)	6.2	-13.3	3.4	-1.8	-0.3	-4.3	4.4	3.9	-12.9
O=C(O)CN1C(=O)C2C3C=CC(C3)C2C1=O (centres undefined)	9.2	-2.2	21.8	5.0	-0.3	-2.6	0.1	0.2	-2.7
COCCNS(=O)(=O)c1cc(OC)c(C)cc1C	5.2	-0.4	1.5	12.0	1.1	4.6	-3.3	-2.8	-5.7

Following part.
mol	BaF3 parental	NCF1 inh	CHOP inh	NPY2 pot ag	S1P4 agonist	NPY-Y1 PAM-ag	NPY-Y1 antag	Ba/F3 V617F tox	S1P4 antagonist
CC1CCc2c(nc3ncnn3c2N2CC(C)OC(C)C2)C1 (centres undefined)	4.5	-1.7	-17.2	0.9	-0.6	-6.0	1.6	2.5	-11.0
COc1ccc(CCn2cc(C#N)c(=O)[nH]c2=O)cc1OC	3.2	-16.5	-4.1	6.4	-1.5	-0.8	-1.9	1.8	10.0
CC(=O)Oc1ccc(-c2csc(Nc3ccc(S(N)(=O)=O)cc3)n2)cc1	3.8	-16.9	10.0	4.5	0.2	1.6	-0.2	1.4	4.5
O=C(O)C1CC(=O)N(c2ccc3c(c2)OCCO3)C1 (centres undefined)	6.0	1.1	8.2	-9.1	1.1	-15.8	7.0	3.0	5.0
COc1cccc(/C=N/n2c(=S)n(C)c3ccccc32)c1OC	1.1	-2.2	-23.6	3.0	1.6	-27.4	17.2	-4.8	-10.6
Cc1oc(-c2nc3ccccc3n2C)cc1C(=O)c1ccccc1	7.2	-2.5	48.7	-10.5	1.1	-18.5	2.1	0.8	10.0
CCC1CCCCN1C(=O)c1sc2ncnc(N(CC)CC)c2c1C (centres undefined)	0.9	-3.9	13.5	-3.4	1.3	4.7	3.7	2.0	-4.7
COc1ccccc1CN1CCN(Cc2nc(-c3cccs3)no2)CC1	7.1	-13.4	3.8	-9.0	0.1	-5.5	3.4	-2.3	-16.9
O=C(Cc1ccccc1[N+](=O)[O-])Nc1ccc2c(c1)OCCO2	3.6	-1.8	-2.4	0.8	-2.2	5.6	4.9	-1.8	-9.4
COCC1CCCN(Cc2cn(-c3ccccc3F)nc2-c2cc(C)sc2C)C1 (centres undefined)	-3.0	1.3	20.3	-14.1	-1.8	-12.9	5.0	-3.4	3.4

Remaining list, next part:
mol	BaF3 parental	NCF1 inh	CHOP inh	NPY2 pot ag	S1P4 agonist	NPY-Y1 PAM-ag	NPY-Y1 antag	Ba/F3 V617F tox	S1P4 antagonist
COC(=O)Cc1cc(=O)n(-c2ccccc2)[nH]1	7.1	-16.5	11.2	-11.4	0.4	-8.8	2.9	-1.7	8.5
CCN(CC)S(=O)(=O)c1ccc(OC)c(NC(=O)Cc2cccs2)c1	7.7	-14.8	-13.8	-6.7	0.8	-9.7	1.3	0.6	-1.0
CC(C)(C)n1nc2c(c1NC(=O)c1cc3ccccc3o1)CS(=O)(=O)C2	4.2	-7.0	11.6	-7.6	1.0	2.4	9.1	-1.3	1.6
COc1cccc(-c2noc(C3CCCN(C(=O)CC(C)(C)C)C3)n2)c1 (centres undefined)	4.4	3.5	6.7	-11.7	-1.1	-2.5	12.5	4.3	-7.5
Cc1nn(-c2ccccc2)c(N)c1C1(O)C(=O)Nc2ccccc21 (centres undefined)	-4.6	-1.8	9.5	6.4	0.3	12.1	nt	-5.9	10.6
O=C(O)C1CSC2(c3ccc(F)cc3)CCC(=O)N12 (centres undefined)	1.7	-7.9	9.6	-1.6	1.3	16.3	-0.5	-2.6	-7.6
Cc1cc(C)n(C(N)=NC(=O)c2ccc([N+](=O)[O-])cc2)n1	-0.2	-9.3	-4.8	1.3	0.6	5.0	nt	-3.6	3.8
S=C(NCCc1ccccc1)N1CCN(C23CC4CC(CC(C4)C2)C3)CC1	5.2	-8.1	-3.6	-25.2	3.0	-0.5	3.2	5.0	-2.9
CCc1nc(N2CCN(Cc3ccc4c(c3)OCO4)CC2)c2oc3ccccc3c2n1	5.5	-8.1	21.6	-44.9	-1.7	-103.3	26.3*	3.7	3.6
CC/C(=N\NC(=O)CSCc1ccccc1Cl)c1ccc2c(c1)OCCO2	6.3	6.1	44.0	-20.6	2.2	-25.0	0.2	4.1	-0.8

(listing goes on)
mol	BaF3 parental	NCF1 inh	CHOP inh	NPY2 pot ag	S1P4 agonist	NPY-Y1 PAM-ag	NPY-Y1 antag	Ba/F3 V617F tox	S1P4 antagonist
COc1ccc(/C=C/c2cc(C(=O)O)c3ccccc3n2)cc1	3.1	-9.4	54.8	-11.1	-0.8	13.4	nt	-0.8	4.6
Fc1ccc(C2CC(c3ccc(F)cc3)n3ncnc3N2)cc1 (centres undefined)	5.2	-4.0	28.3	17.0	1.1	6.6	-3.2	0.4	-17.2
O=c1cc(-c2ccccc2)nc2nc(CCc3ccccc3)[nH]n12	6.1	-5.0	27.7	-4.0	0.5	-1.8	-2.3	2.0	-5.0
CC(=O)Nc1cc2c(ccc3ccccc32)oc1=O	4.3	-26.1	28.7	-16.4	-0.2	-2.5	-1.7	-0.1	-6.8
c1cc(CNc2ccc3c(c2)OCO3)ccn1	3.5	-11.4	-32.6	10.7	0.7	-34.3	-0.8	0.5	4.0

Part of the list above, with two lines to a compound:
Each structure is followed by: BaF3 parental, NCF1 inh, CHOP inh, NPY2 pot ag, S1P4 agonist, NPY-Y1 PAM-ag, NPY-Y1 antag, Ba/F3 V617F tox, S1P4 antagonist
Cc1oc(-c2nc3ccccc3n2C)cc1C(=O)c1ccccc1
 : 7.2, -2.5, 48.7, -10.5, 1.1, -18.5, 2.1, 0.8, 10.0
COCCCn1c(SCC(=O)Nc2ccc(C(=O)OC)cc2)nc2ccccc2c1=O
 : -1.0, -17.5, 13.7, -1.9, 1.6, 24.6, -4.0, -5.5, 6.0
CCN(CC)CCOC(=O)c1ccc(NC(=O)c2ccc(Cl)c(S(=O)(=O)N3CCCCCC3)c2)cc1
 : 9.3, -12.4, 47.7, 16.4, 0.7, 17.5, -0.9, -0.3, -19.5
COc1ccc(-c2oc3ncn(CCN4CCOCC4)c(=N)c3c2-c2ccc(OC)cc2)cc1
 : 0.3, 0.1, 11.1, -8.8, -2.1, -40.9, -1.4, -6.6, -7.2
CC(=O)Nc1cc2c(ccc3ccccc32)oc1=O
 : 4.3, -26.1, 28.7, -16.4, -0.2, -2.5, -1.7, -0.1, -6.8
